# Assay outcomes: PubChem BioAssay, several laboratories
# E-sel TNF inh – E-selectin induction blockers in HUVEC – imaging, immunofluorescence, high content, primary screen; HUVEC TNFa-induced E-selectin immunofluorescence; inhibition, % at 2 µM; hit rate 0.71% among 120,000; AID 1246, 2008;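 active means inhibition above the batch mean plus 3 SD, and confirmed as a hit on visual image review, cut at about 43% in these data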;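 further: 0% = TNF-stimulated DMSO wells and 100% = unstimulated control wells; not every result past the cut was called active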
# BB579 growth dn – growth inhibitors of yeast BB579 in restrictive medium, primary screen, yeast lifespan-shortening project, S. cerevisiae | OD615, 48 h | inhibition, % at 10 µM | hit rate 0.51% among 140,000;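 active means inhibition above a set limit, 3 SD over the mean compound inhibition, cut at about 44% in these data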; further: inactives centre near -24
#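 Test system: S. cerevisiae DeaD strain BB579 yeast; Medium: restrictive CSMM-D medium; Compound: one dose, 10 µM compound with 0.25% DMSO; Incubation: 4 h cell preincubation, 48 h compound exposure, 30 °C humidified; Signal: OD at 615 nm; Benchmarks: amphotericin B at 10 µg/mL as positive control.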
# HCT116 bCat-KO – primary screen for growth suppressors in beta-catenin knockout HCT116 cells (colon tumor, human) | HCT116 beta-catenin knockout viability, CellTiter-Glo, 60 h; stronger effect = lower value | viability, % at 10 µM | hit rate 1.5% among 140,000;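 active means viability at or under a set limit, the compound median less 4 SD, cut at about 6% in these data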;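 further: 0% = Hyamine 1622 control at 20 µM and 100% = untreated cell control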
# MRP1 act – H69AR viability gain despite doxorubicin, primary screen, MRP-1 activator project, H69AR cells, CellTiter-Glo | viability rescue | viability increase, % at 10 µM | hit rate 0.61% among 140,000 | AID 799, 2007;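 active means viability gain under doxorubicin at or above a set limit, the compound median plus 3 SD, cut at about 4.7% in these data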;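 further: MRP-1 overexpressing cells given doxorubicin 25 µM after compound pretreatment; 18-22 h compound pretreatment then 72 h with doxorubicin before readout; 0% = doxorubicin-only wells and 100% = vehicle-treated cells without doxorubicin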
# GALR2 antag – GALR2 antagonists in receptor-expressing cells, primary screen. Galanin receptor type 2 (Homo sapiens), O43603. antagonist mode. inhibition, % at 4 µM. hit rate 0.39% among 140,000. AID 828, 2007; in the data active means inhibition above about 27%;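 further: cells stimulated with galanin 1-16 at roughly its EC80; 0% = agonist challenge control and 100% = basal control without agonist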
# Target sequence (O43603 whole entry, looked up): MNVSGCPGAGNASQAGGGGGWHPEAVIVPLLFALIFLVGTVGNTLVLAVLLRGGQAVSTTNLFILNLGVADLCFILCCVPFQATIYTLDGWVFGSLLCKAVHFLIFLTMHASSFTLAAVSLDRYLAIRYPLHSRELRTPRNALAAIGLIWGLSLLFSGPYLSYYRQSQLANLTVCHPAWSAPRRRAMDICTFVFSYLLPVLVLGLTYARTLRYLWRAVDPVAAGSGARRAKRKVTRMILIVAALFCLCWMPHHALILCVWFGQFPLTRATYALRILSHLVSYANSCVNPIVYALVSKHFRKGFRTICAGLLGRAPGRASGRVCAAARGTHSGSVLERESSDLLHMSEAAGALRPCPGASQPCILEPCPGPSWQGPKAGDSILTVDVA
# Measles CPE – compounds protecting cells from measles virus cytopathic effect, primary screen, measles RdRp inhibitor project, single point, MLSMR library, absorbance. Measles virus-infected cells, CPE protection. hit rate 1.5% among 140,000. protection (pct of control), % at 4 µM; in the data active means protection mostly above about 24%, no sharp cut-off; inactive means mostly below about 26%; further: some compounds called inactive have numbers as strong as hits
# Phagocytosis inh – inhibitors of macrophage phagocytosis, primary screen, imaging, J774A.1 cells, IgG beads; J774A.1 macrophage IgG-bead phagocytosis; inhibition, % at 5 µM; hit rate 0.07% among 110,000; AID 1029, 2008;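 active means inhibition above the mean of the plate negative controls plus 5 SD, cut at about 13% in these data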;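 further: phagocytic index as fraction of beads internalized from green versus red external bead signal; plate controls were DMSO negative control for no effect and cytochalasin-D positive control for full effect; some results beyond the cut were filed as inactive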
# PTEN del growth – growth suppression of PTEN-null HCT116, primary screen, cell-based, CellTiter-Glo; HCT116 PTEN-null viability, 60 h; stronger effect = lower value; viability, % at 10 µM; hit rate 1.2% among 140,000; AID 827, 2007;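 active means viability at or below a set limit, 4 SD under the median of all tested compounds, cut at about 3.7% in these data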;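 further: PTEN knockout HCT116 line with beta catenin targeted HCT116 as companion control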
# NPY Y2 blocker – NPY-Y2 receptor antagonists, primary screen, cell-based. NPY-Y2 expressing cells, antagonist mode. hit rate 0.99% among 140,000. inhibition, % at 2.7 µM. AID 793, 2007. Neuropeptide Y receptor type 2 (Homo sapiens), P49146; in the data active means inhibition above about 17%;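 further: 0% = vehicle with agonist challenge and 100% = reference antagonist with challenge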
# Target sequence (P49146 whole entry, looked up): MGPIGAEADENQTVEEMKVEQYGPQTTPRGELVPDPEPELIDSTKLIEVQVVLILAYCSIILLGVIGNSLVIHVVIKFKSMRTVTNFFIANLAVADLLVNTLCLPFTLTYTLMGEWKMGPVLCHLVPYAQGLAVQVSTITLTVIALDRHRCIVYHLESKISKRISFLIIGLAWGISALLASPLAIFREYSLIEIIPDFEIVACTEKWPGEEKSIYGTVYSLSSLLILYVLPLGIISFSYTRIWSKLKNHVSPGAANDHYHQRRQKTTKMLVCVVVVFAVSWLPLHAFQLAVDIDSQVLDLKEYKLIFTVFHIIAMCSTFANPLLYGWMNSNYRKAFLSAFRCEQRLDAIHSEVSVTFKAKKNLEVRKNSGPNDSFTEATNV
# Yeast life ext – compounds extending yeast replicative lifespan, primary screen, S. cerevisiae, OD615 | AID 775, 2007 | inhibition of the nicotinamide effect, % at 10 µM | S. cerevisiae growth with nicotinamide; deaD strain in restrictive glucose medium | hit rate 0.68% among 130,000;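 active means inhibition above a set limit, placed 3 SD over the median of all compounds, cut at about 26% in these data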;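 further: 0% = nicotinamide-treated wells and 100% = cells grown without nicotinamide; some compounds called inactive have numbers as strong as hits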
#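 Test system – modified budding yeast, DeaD strain · Compound – single dose 10 µM compound, 0.25% DMSO · Times – culture preincubation 4 h, compound exposure 48 h, both 30 °C · Detection – optical density (absorbance) at 615 nm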
# * hit, by the source's call; · = no result given.
Compound	E-sel TNF inh	BB579 growth dn	HCT116 bCat-KO	MRP1 act	GALR2 antag	Measles CPE	Phagocytosis inh	PTEN del growth	NPY Y2 blocker	Yeast life ext
CCn1c(CSc2nnc(-c3cccnc3)n2-c2ccccc2C)nc2cc(C(=O)O)ccc21	15.9	-7.8	97.3	1.4	-18.1	13.6	1.3	96.0	2.7	-16.3
COc1ccc(C(=O)OCC(=O)Nc2ccc(OC(F)F)cc2)c(OC)c1	-26.4	-58.6	105.8	0.4	0.8	2.7	2.1	87.5	7.8	-8.8
O=C(CN(c1cccc(C(F)(F)F)c1)S(=O)(=O)c1ccccc1)N1CCOCC1	-15.5	-26.2	92.9	-2.5	3.0	7.6	-0.4	97.6	-0.2	5.5
Cc1ccc(-c2csc(=S)n2CC(=O)OCC(=O)NC(C)C(C)C)cc1 (centres undefined)	·	-36.0	81.0	0.7	2.3	27.7	·	87.3	4.5	-7.0
CCOC(=O)c1sc2nc(SC)nc(-c3ccc(Cl)cc3)c2c1N	-27.2	-28.3	44.6	-4.4	7.8	8.0	·	38.6	0.9	-0.9
O=C(NC(=O)c1ccccc1)NC(=O)c1ccccc1	-14.8	-42.6	107.6	-0.1	-7.8	0.2	3.1	102.4	3.9	-15.8
O=C(CN1CCCCCC1)Nc1ccc(Br)cc1Br	-43.2	-52.4	83.6	-0.9	7.1	23.2	-0.8	87.5	3.0	-9.4
O=C(Cn1nnc(-c2ccccc2Cl)n1)N1CCN(S(=O)(=O)c2ccc(Cl)cc2)CC1	-5.2	-79.3	82.6	-0.1	7.4	6.8	-0.1	71.8	0.3	0.8
c1ccc(CCNc2ccc3nncn3n2)cc1	5.2	-39.7	99.1	-2.5	3.7	18.1	3.7	91.8	1.5	3.9
Cc1ccc(NC(=O)Cn2nc(C)c3ccccc3c2=O)cc1	31.0	-23.9	101.5	2.8	1.8	3.0	-0.7	104.0	0.2	-7.2
CC(=O)Nc1ccc2c(c1)n(C)c(=O)n2C	-7.6	-11.2	98.7	-1.5	-7.8	14.9	-1.6	103.4	3.4	6.3
Cc1cc(C(=O)NNC(=S)NCC(C)C)cs1	·	6.5	96.5	0.5	5.2	18.7	-0.2	102.3	-0.2	8.2
CCCCC(=O)Nc1ccc2oc(-c3cccnc3)nc2c1	·	-17.4	96.2	0.9	9.8	3.4	-0.4	89.4	1.9	-26.6
Cc1ccc(-c2c[n+](Cc3ccc(Cl)c(Cl)c3)c3n2CCC3)cc1	5.9	17.4	93.8	-1.9	11.7	7.2	-11.2	100.2	7.2	-0.6
CCOC(=O)c1c(-c2cccc([N+](=O)[O-])c2)csc1NC(=O)CCCOc1ccccc1	-13.1	-10.0	83.0	0.7	-8.2	19.3	-9.7	78.6	15.9	13.1
O=S(=O)(c1ccc2c(c1)OCCO2)N1CCN(Cc2ccccc2)CC1	35.7	-18.3	88.9	-3.1	0.0	16.5	-2.0	84.4	3.9	-7.1
CCOC(=O)C1=C(C)N(CC(C)C)C(=O)/C1=C\c1ccc(OCC(=O)Nc2ccccc2)cc1	-32.0	12.2	97.7	-1.6	-9.5	35.0	·	·	0.6	-12.1
Cn1c(SCC(=O)OC2CCCCC2)nnc1-c1ccco1	-0.3	-8.2	95.2	2.7	10.4	5.3	·	98.4	4.6	·
CN1CCCCc2c1nc1c(c2N)CCCC1	10.1	3.6	95.2	0.0	12.9	2.2	-0.3	89.4	5.0	-12.3
CCOc1ccccc1NC(=O)C1CCCN(C(=O)NCc2ccccc2)C1 (centres undefined)	-13.3	-48.9	110.3	-0.2	12.2	12.6	-0.3	113.8	1.0	-5.8

# Part of the list above in order of molar mass, ascending:
Compound	E-sel TNF inh	BB579 growth dn	HCT116 bCat-KO	MRP1 act	GALR2 antag	Measles CPE	Phagocytosis inh	PTEN del growth	NPY Y2 blocker	Yeast life ext
c1ccc(CCNc2ccc3nncn3n2)cc1	5.2	-39.7	99.1	-2.5	3.7	18.1	3.7	91.8	1.5	3.9
Cn1c(SCC(=O)OC2CCCCC2)nnc1-c1ccco1	-0.3	-8.2	95.2	2.7	10.4	5.3	·	98.4	4.6	·
CCOC(=O)c1c(-c2cccc([N+](=O)[O-])c2)csc1NC(=O)CCCOc1ccccc1	-13.1	-10.0	83.0	0.7	-8.2	19.3	-9.7	78.6	15.9	13.1

# (more compounds)
Compound	E-sel TNF inh	BB579 growth dn	HCT116 bCat-KO	MRP1 act	GALR2 antag	Measles CPE	Phagocytosis inh	PTEN del growth	NPY Y2 blocker	Yeast life ext
CCOc1ccc(NC(=O)CN2CCN(CC(=O)Nc3cc(OC)cc(OC)c3)CC2)cc1	6.6	16.6	95.0	-1.6	2.4	5.6	-0.5	89.5	0.2	-7.3
CC1CCN(c2nc3c(c(=O)[nH]c(=O)n3C)n2CCCc2ccccc2)CC1	16.1	-68.9	86.4	-1.2	-9.4	1.3	-1.6	82.2	3.0	-4.2
COc1nc(-c2ccccc2)ccc1-c1noc(-c2ccccc2)n1	·	-47.2	96.2	-0.8	10.7	13.2	-1.9	95.1	0.7	1.0
COC(=O)Cc1ccc(NC(=S)NCc2ccccc2)cc1	-16.4	-37.1	100.5	-0.7	6.9	17.2	-10.7	99.7	1.9	-4.1
Cc1ccccc1Cn1ccc(NC(=O)c2cnn3c(C(F)(F)F)cc(-c4ccco4)nc23)n1	-46.5	-82.2	58.3	-2.0	7.3	12.2	-2.5	64.6	13.1	-2.2
CCOC(=O)c1sc(N)c(C#N)c1COC(=O)CNC(=O)c1ccccc1	7.5	-1.0	89.1	-1.3	5.3	6.2	-0.1	102.0	8.8	-5.3
CCOC(=O)N/N=C(/C)c1ccc([N+](=O)[O-])o1	-2.8	-14.6	33.1	-4.4	1.4	83.1*	·	45.1	0.9	-6.6
C=CCn1c(SCC(=O)Nc2ccc3c(c2)OCO3)nc2ccccc2c1=O	-4.1	-44.1	97.9	-3.0	-6.3	4.3	-3.1	106.2	4.8	-0.9
COc1ccc(OC)c(-c2cc(C(=O)Nc3c(C)nn(Cc4ccc(Cl)cc4)c3C)no2)c1	·	-13.8	63.2	0.1	-8.9	3.4	-1.7	56.7	-0.6	1.3
Cn1c(CCNC(=O)c2ccco2)nc2cc(NS(=O)(=O)c3ccc(Cl)cc3)ccc21	45.8	-79.1	96.0	-1.7	16.6	27.1	-0.5	102.4	-1.0	9.6
Cc1c(N=C2SCC(=O)N2/N=C/c2ccccc2Cl)c(=O)n(-c2ccccc2)n1C	-8.2	-52.4	86.0	-0.2	6.9	6.2	0.5	90.8	0.8	-6.4
CN(C)c1nc(N)nc(Nc2ccccc2C#N)n1	·	-30.3	101.0	0.1	8.9	17.1	1.1	103.0	3.1	-2.8
N#Cc1ccc(OCC(=O)N2CCN(S(=O)(=O)c3cccs3)CC2)cc1	12.7	-48.0	78.9	-0.2	10.8	5.0	-0.8	72.3	6.4	-6.2
CC(N=c1ccccn1C(=O)Nc1ccc(F)cc1)c1ccco1 (centres undefined)	10.8	-33.4	108.1	-2.3	2.2	9.4	-1.0	96.7	0.8	-16.7
Cc1cc(C)c(C)c(S(=O)(=O)N2C(=S)NC(=O)C2CC(C)C)c1C (centres undefined)	14.7	-6.9	92.8	-3.8	7.1	9.8	-1.2	86.3	3.9	-6.8
CCOc1ccc(OCC)c(NC(=O)C2CCCN(S(=O)(=O)c3cccs3)C2)c1 (centres undefined)	·	3.8	54.1	-1.8	-1.1	7.1	·	62.5	4.2	-7.8
CC(=O)NC1=NN(C(C)=O)C2(CCCCC2)S1	-12.8	2.9	88.6	-1.1	3.3	0.6	·	98.3	3.5	·
Cc1ccc(NC(=O)/C=C/c2ccc3c(c2)OCO3)cc1S(=O)(=O)N1CCOCC1	-4.8	-55.7	28.0	2.1	4.3	8.7	-7.7	30.4	5.2	-1.4
Brc1ccccc1-c1nnc(-c2cccnc2)o1	5.0	-3.6	105.5	-0.6	1.8	2.9	-1.9	105.0	2.6	-12.7
CC(=O)N(CCCc1ccc(C(C)(C)C)cc1)CCCN(C)C	·	-12.7	86.0	-5.1	-9.1	8.9	-0.5	88.9	2.4	-3.9

# Continued:
Compound,E-sel TNF inh,BB579 growth dn,HCT116 bCat-KO,MRP1 act,GALR2 antag,Measles CPE,Phagocytosis inh,PTEN del growth,NPY Y2 blocker,Yeast life ext
C/C(=N\NC(=O)c1cc(C2CC2)nc2ccccc12)c1ccc(C)s1,12.2,-18.9,77.9,-1.0,4.0,4.6,-0.5,79.1,3.0,-18.4
CSc1nc2ccccc2n1CC(=O)N1CCCCC1,-23.2,-26.4,91.6,-3.7,-10.9,21.7,2.7,90.4,-1.9,-18.4
CC(=O)N(C)c1nnc(-c2cnccn2)s1,3.2,0.9,98.4,-2.7,-3.0,-0.5,·,102.2,1.8,-16.1
Cc1cccc(-c2nnc(SCCC(=O)N3CCOCC3)o2)c1,·,-1.3,88.1,-0.8,14.0,5.2,·,104.5,0.7,-0.1
O=C(COC(=O)Cn1cnc2ccccc2c1=O)NCC12CC3CC(CC(C3)C1)C2,0.4,-26.5,96.6,-0.9,-10.6,2.9,·,99.9,10.5,-2.3
C=Cn1c(C(=O)O)cc(CC)c1-c1ccccc1,3.7,-36.9,91.9,-1.0,-4.1,9.4,-0.9,93.5,11.3,-9.7
Cc1cccc(NC(=O)CSc2nnc([C@@H]3CCCN3C(=O)OC(C)(C)C)o2)c1C,·,-34.6,97.2,-2.5,9.3,14.6,-2.7,99.1,3.1,1.0
CCOC(=O)N1CCN(C(=O)c2ccc(CN(c3ccc(C)c(C)c3)S(C)(=O)=O)cc2)CC1,·,-26.4,64.2,-1.3,2.6,5.9,-0.4,75.2,3.3,-9.1
Cc1cc(C)cc(NC(=S)N2CCN(c3ncccn3)CC2)c1,6.4,3.2,95.4,2.1,-24.1,8.7,-7.1,109.1,0.2,-6.8
Cc1sc2nc(SCC(=O)OC(C)C)n(C)c(=O)c2c1C,·,-39.1,111.9,-1.5,10.4,8.8,·,103.3,-0.6,0.8
